Source: PubChem BioAssay
HSF1 inhib – HSF1 inhibition; AID 2098; NIH3T3-HGL HSE-luciferase, MG132-induced, luminescence 8 h; stronger effect = lower value; activity change, negative = inhibition, % at 7.5 µM (by protocol); 300,000 compounds, 0.77% hits;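 active means more than half of replicate wells show activity change below -50%, luminescence cut by over half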;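 further: luciferase reports HSF-1 transcriptional activity via heat shock element; 0% = median of DMSO wells and -100% = zero luminescence signal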
KLF5 inhibitor – suppresses KLF5 promoter-driven expression | AID 1700 | 290,000 compounds, 0.23% hits | DLD-1 KLF5 promoter-luciferase reporter, luminescence | inhibition, % at 5 µM;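 active means inhibition above a per-plate limit of that plate's mean compound inhibition plus 3 SD, cut at about 60% in these data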;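 further: 0% = DMSO wells and 100% = LY294002 at 200 µM; higher means less KLF5 promoter-driven luciferase light; inactives centre near -14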
GSK3beta inhib – inhibitors of human GSK3beta kinase; GST-GSK3beta kinase, ADP-Glo luminescence, 60 min; stronger effect = lower value; activity score (negative = inhibition), % at 10 µM; 300,000 compounds, 0.038% hits; AID 2097;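 active means more than half of replicate wells score below -50%, meaning over 50% inhibition versus plate controls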;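 further: 0% = median DMSO wells and -100% = median GW8510 positive control wells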
Target sequence (P49841 whole entry, looked up): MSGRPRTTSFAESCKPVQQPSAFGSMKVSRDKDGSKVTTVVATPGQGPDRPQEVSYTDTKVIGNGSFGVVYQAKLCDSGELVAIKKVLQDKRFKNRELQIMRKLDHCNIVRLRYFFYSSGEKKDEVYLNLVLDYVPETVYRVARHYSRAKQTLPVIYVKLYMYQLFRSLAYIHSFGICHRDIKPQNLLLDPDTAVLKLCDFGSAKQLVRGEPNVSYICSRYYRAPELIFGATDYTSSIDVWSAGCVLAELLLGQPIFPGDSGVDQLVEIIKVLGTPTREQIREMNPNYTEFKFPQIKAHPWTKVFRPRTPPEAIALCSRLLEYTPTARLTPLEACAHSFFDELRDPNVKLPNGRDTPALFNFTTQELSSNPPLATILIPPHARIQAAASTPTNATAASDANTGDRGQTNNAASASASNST
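Test system – GST-tagged human GSK3beta kinase, cell-free · Incubation – 60 min enzyme reaction, room temperature · Signal – ADP-Glo luminescence · Also added – peptide substrate and ATP at 25 µM · Controls – DMSO neutral wells and GW8510 at 20 µM as positive · Buffer or medium – Tris/MgCl2 kinase buffer · Measure – Luminescence-derived activity versus plate DMSO and GW8510 wells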
HIF act – HIF pathway transcriptional activation | U2OS HRE-luciferase reporter, luminescence; normalized: DMSO 0%, desferrioxamine 100% | activation, % at 7.5 µM (by protocol) | 300,000 compounds, 0.32% hits | AID 1910;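 active means mean activation of at least 10% of the iron chelator positive control signal, with at least half of replicates also reaching 10%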
AI-2 QS modul – Vibrio harveyi AI-2 quorum sensing modulation; Vibrio harveyi JMH597 AI-2 luminescence/OD600 ratio, 9 h; stronger effect = lower value; strain lacks LuxN and CqsS sensors; 0 = neutral-control median; activity change, % at 7.5 µM; 300,000 compounds, 0.4% hits; in the data active means activity change below about -75%, passing the limit was not always enough;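 further: luminescence divided by OD600 gain over 9 h not by final OD600 alone; inactives centre near 13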
HSP90 refold inh – inhibitors of HSP90 luciferase refolding in rabbit reticulocyte lysate; luciferase refolding luminescence, 3 h; inhibition, % at 5.6 µM; 290,000 compounds, 0.91% hits; AID 1789;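 active means inhibition above the screen-wide mean plus 3 SD, computed separately per campaign, cut at about 16% in these data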;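 further: 0% = DMSO wells and 100% = 60 µM geldanamycin wells; inhibitors lower the luminescence because luciferase stays unfolded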
IEC-6 cytotox – kills IEC-6 intestinal cells in KLF5 counter-screen. IEC-6 cytotoxicity, luminescence viability. inhibition, % at 5 µM. 290,000 compounds, 0.78% hits; in the data active means inhibition above about 22%;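 further: 0% = plate median of test compound wells and 100% = cytotoxic reference compound wells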
HSF1 activator – increases HSF-1 driven luciferase reporter signal. NIH3T3-HGL HSF-1 luciferase reporter, MG132, 8 h; 100% = twice DMSO control signal. activation, % at 9 µM. 300,000 compounds, 1.7% hits;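 active means mean replicate activation of at least 50% with a set share of replicates each reaching 50%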;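 further: 0% = median of the neutral control wells and 100% = twice that signal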
aSyn UTR inh – MLPCN primary screen, SNCA 5' untranslated region | alpha-synuclein 5'UTR reporter, inhibitor activity | inhibition, % (tested at 7.5 µM) | 300,000 compounds, 0.82% hits | AID 1813; in the data active means inhibition above about 60%;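 further: H4 neuroglioblastoma cells stably carrying SNCA 5'UTR luciferase fusion; 0% = DMSO wells and 100% = positive control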
GSK3A inh – blocks human GSK-3 alpha kinase. P49840. ADP-Glo luminescence, 60 min. inhibition, % at 10 µM. 320,000 compounds, 0.1% hits. AID 2650;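 in the data active means inhibition above about 50%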;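 further: GST-tagged GSK-3 alpha with peptide substrate and 25 µM ATP; 0% = DMSO neutral wells and 100% = GW8510 positive control wells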
Target sequence (P49840 whole entry, looked up): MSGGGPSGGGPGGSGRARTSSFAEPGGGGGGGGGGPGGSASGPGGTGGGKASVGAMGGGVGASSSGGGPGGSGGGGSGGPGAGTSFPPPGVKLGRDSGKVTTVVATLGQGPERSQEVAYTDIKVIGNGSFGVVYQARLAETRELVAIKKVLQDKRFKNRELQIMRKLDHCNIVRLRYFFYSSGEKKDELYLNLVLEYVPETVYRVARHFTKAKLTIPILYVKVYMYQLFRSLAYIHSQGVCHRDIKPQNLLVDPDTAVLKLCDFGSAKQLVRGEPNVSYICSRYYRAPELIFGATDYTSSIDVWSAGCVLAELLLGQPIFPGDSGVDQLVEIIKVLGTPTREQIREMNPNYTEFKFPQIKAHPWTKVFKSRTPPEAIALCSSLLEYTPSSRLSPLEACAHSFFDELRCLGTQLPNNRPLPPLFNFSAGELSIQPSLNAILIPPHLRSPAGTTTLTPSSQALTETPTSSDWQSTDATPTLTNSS
An asterisk follows results filed as active; . = not tested or not shown. Rows were taken by chance. Share with any hit: about 4.7%.

SMILES	HSF1 inhib	KLF5 inhibitor	GSK3beta inhib	HIF act	AI-2 QS modul	HSP90 refold inh	IEC-6 cytotox	HSF1 activator	aSyn UTR inh	GSK3A inh
COC(=O)N1CCN(c2ccc(C(C)=O)cc2)CC1	-3	-46	-4	-0.2	10	5	0	-9	-7	0
COc1cc2cc(CN(CCc3cccc(C)c3)C(=S)NCCCN3CCOCC3)c(=O)[nH]c2cc1OC	-2	-8	7	-0.7	0	3	6	-9	32	-2
CCNC(=O)OCC(CC)NC(=O)OCC(C)C (stereo unspecified)	-3	0	1	-0.2	12	-2	3	-1	-22	-3
COCc1cc(=O)[nH]c(SCCS(=O)(=O)c2ccc(C)cc2)n1	7	-4	1	-0.2	8	0	-5	26	-37	-2
CCCCn1c(N)c(N(CCC(C)C)C(=O)c2cccc(S(=O)(=O)N3CCN(C)CC3)c2)c(=O)[nH]c1=O	0	.	.	0.4	.	.	.	-7	3	0
CCc1nnc(NC(=O)COc2ccc([N+](=O)[O-])cc2)s1	12	-28	6	-1.0	22	1	2	9	6	2
COc1ccccc1N1CCN(Cc2cc3c(cc2O)OCO3)CC1	-3	-32	3	-0.9	17	-2	-4	14	5	0
Cc1onc(-c2ccccc2Cl)c1C(=O)OCC(=O)c1ccc[nH]1	-1	.	0	-0.5	11	.	.	-9	-9	-2
Cc1ccccc1S(=O)(=O)Cc1ccc(C(=O)N2CCN(c3cccc(C)c3C)CC2)o1	-38	5	1	1.2	23	-2	18	-46	101*	.
CCN(CC)C(=O)CSc1nc2cc3c(cc2c(=O)n1Cc1ccc2c(c1)OCO2)OCO3	-1	-21	2	-0.1	20	1	-3	30	6	-4
Cc1nc2ccccc2c2c1C(=O)N(c1ccc(C(=O)O)cc1)C2=O	1	10	5	-1.5	35	4	2	-5	-14	-1
COc1cc(C(=O)NCc2nnc(SCC(=O)Nc3nccs3)o2)cc(OC)c1OC	-5	9	3	-0.6	10	1	-2	-2	-8	7
COc1ccc(C(=S)N2CCN(C)CC2)cc1Br	8	-2	-1	-0.1	15	-1	-1	2	-1	-2
O=C(N=Nc1c(O)[nH]c2ccc(Cl)cc12)c1cc(-c2cccs2)nc2ccccc12	-32	-21	-2	2.4	22	4	4	-30	37	3
C=CCN1CCN(C(c2ccc(Cl)cc2)c2nnnn2CCc2ccc(OC)c(OC)c2)CC1 (stereo unspecified)	4	-12	3	2.5	23	9	-2	17	-4	1
CC1(C(=O)N2CCC(CC3CC(c4cccc(Br)c4)=NO3)(C(=O)NCC3CCCCC3)CC2)CC1 (stereo unspecified)	6	-17	-1	-7.2	37	-2	-6	-3	7	9
COC(=O)c1c(NC(=O)c2ccccc2F)sc(C(=O)N2CCOCC2)c1C	3	-3	2	-0.3	9	-2	-3	-12	11	0
COc1ccc(/C=C(\C#N)C(=O)Nc2cccnc2)cc1	9	14	-5	-1.2	24	-2	-9	22	4	0
O=C(Nc1cccc(Cl)c1)c1cccc(Oc2ccc([N+](=O)[O-])cc2Cl)c1	10	-23	1	-0.1	23	1	2	12	13	0
CCOC(=O)C1=C(C)C(c2ccc(OC)cc2)NC(=O)N1 (stereo unspecified)	-2	-18	-1	-0.3	20	-4	2	8	-16	-1
O=C(Nc1c2c(nn1-c1ccc(F)cc1)CS(=O)(=O)C2)C1CCCC1	-7	-17	2	0.9	31	-5	-2	-22	-62	-1
Cc1cc(C)cc(COn2ccnc2)c1	11	-10	-4	-0.7	-8	2	-5	37	29	0
CSc1cccc(NC(=S)N2CCC(N(C)C(C)C)CC2)c1	-12	-19	1	0.1	1	2	1	-3	12	0
Cc1ccccc1C1NC(c2ccccc2C)C([N+](=O)[O-])C(C)(C)C1[N+](=O)[O-] (stereo unspecified)	0	-35	-2	-0.3	9	-2	-4	-11	42	-1
O=C(c1cccc(Oc2c(Cl)cccc2[N+](=O)[O-])c1)N1CCCCC1	19	-11	-2	-0.1	36	0	-5	40	13	4
Cc1ccc(N=C(N)N=C(N)N)c(C)c1	-5	-13	0	-0.5	.	1	-8	6	32	0
CN(C(=O)CSc1nnc(-c2c[nH]c3ccccc23)o1)C1CCS(=O)(=O)C1 (stereo unspecified)	6	-18	-27	-0.2	21	2	7	20	11	.
C=CCNc1nc(Nc2cc(Cl)ccc2OC)nc(OC)n1	-6	-22	1	0.2	4	-3	6	18	-3	1
CCC(=O)N1CCNC(=O)C1CC(=O)Nc1ccc(C)c(Cl)c1 (stereo unspecified)	-1	5	0	-0.1	34	2	5	1	1	-1
Cc1ccc(OCC(=O)N/N=C\c2ccc(C)o2)c([N+](=O)[O-])c1	-5	15	0	-0.4	43	1	-2	12	-18	.
S=c1[nH]nc(-c2cccs2)n1/N=C/c1cn(-c2ccccc2)nc1-c1ccc(Cl)cc1	0	-2	0	1.3	-23	0	-1	1	-6	-3
CC(=O)c1c(N2CCOCC2)nc2ccc(Cl)cc2c1-c1ccccc1	5	-12	2	-0.1	9	0	-5	17	7	-2
Cc1nc2sc(C(c3ccc(Cl)cc3)N3CCN(C(=O)c4ccco4)CC3)c(O)n2n1 (stereo unspecified)	.	-17	.	.	.	0	-8	.	.	-2
CCN(CC)CCN1C(=O)C(O)=C(C(=O)c2ccc(C)o2)C1c1ccccn1 (stereo unspecified)	-1	-14	.	-0.1	.	2	-2	12	2	2
CCOc1ccccc1NC(=O)CN1C(=O)COc2ccc(Cl)cc21	11	-10	2	-0.3	24	1	3	5	-3	.
Cc1c(N(C(=O)Nc2ccccc2)C2=NCC(C)S2)c(=O)n(-c2ccccc2)n1C (stereo unspecified)	11	-7	4	0.3	4	1	0	41	9	-3
Cc1ccc(S(=O)(=O)Nn2c(C)ccc2C)cc1	1	-10	-8	-0.4	-4	2	-2	-5	8	-3
Cc1ccc(S(=O)(=O)Cc2ccc(C(=O)NCc3cccs3)o2)cc1	-48	-36	-2	-0.4	-7	-6	-3	-59	-5	5
COCCNC(=O)Nc1ccc2nc(C)sc2c1	-9	-19	2	1.4	9	0	4	-9	-5	-2
CC(=O)Nc1ccc(S(=O)(=O)NC2CCCCCC2)cc1	1	6	2	-0.3	18	-6	4	7	2	-1
OC(COc1ccc2c(c1)OCO2)CN1CCCCC1 (stereo unspecified)	-10	-9	1	0.3	22	0	1	-16	-20	0
CCOc1ccccc1CNC(=O)CCc1cn(C)c2ccccc12	6	-20	-1	1.1	10	-5	4	0	18	-3
COc1ccc(N2CCN(C3CCCN(C(=O)CSC)C3)CC2)cc1 (stereo unspecified)	-8	-31	2	-0.2	-1	-2	-5	-5	1	-2
CCc1nnc2sc(-c3ccc(NC(=O)c4ccc5c(c4)OCCO5)cc3)nn12	-6	-13	4	0.4	14	1	0	-16	-33	-1
CCOc1cc(C(=O)Nc2cc3c(cc2N2CCOCC2)n(C)c(=O)n3C)cc(OCC)c1OCC	-3	-10	4	0.1	4	0	3	-7	-9	9
COc1cccc(C(=O)NCCOc2cc(C)cc(C)c2)c1	-12	14	6	-0.3	11	-6	0	-8	32	-5
COc1ccc(C2CC(=O)C(C(c3ccc(O)cc3)C3C(=O)CC(c4ccc(OC)cc4)CC3=O)C(=O)C2)cc1 (stereo unspecified)	9	-4	0	0.5	15	11	-8	-3	-5	2
COc1ccc(NS(=O)(=O)c2cccc(C(=O)NCC(c3ccco3)N3CCCCC3)c2)cc1 (stereo unspecified)	8	.	1	1.0	16	.	.	-3	-15	-3
COc1ccc(-c2csc(CCn3nc(C)cc3C)n2)cc1	5	-53	0	1.1	16	-2	-3	7	-23	0
COc1ccc2c(c1)CCCC2NS(=O)(=O)OCC(Cl)(Cl)Cl (stereo unspecified)	1	-22	-5	-0.6	22	-3	4	-2	12	-1
O=C(Cc1ccccc1)NCc1n[nH]c(=S)n1-c1ccc(Br)cc1	-7	-4	-5	-0.4	4	-1	-4	-14	-4	2
OCC[C@@H]1C[C@H](O)[C@@H](O)[C@@]2(OCCCc3ccccc32)O1	-4	-5	1	-1.3	5	-5	4	16	6	0
Cc1ccc(NC(=O)c2sc3ncnc(N4CCN(c5ccccn5)CC4)c3c2C)c(C)c1	-4	-8	1	0.0	29	0	2	-20	7	-1
C=CCNC(=O)CC(=O)N/N=C/c1cccs1	0	6	-1	-0.3	0	-1	-1	6	-4	1
CCCCn1c(N)c(N(CCC(C)C)C(=O)CC2CCCC2)c(=O)[nH]c1=O	0	.	2	-0.2	22	.	.	-9	-11	0
CN1C(=O)CC(c2ccccc2)CC1=O	-6	.	0	-0.7	16	.	.	-7	17	1
COC(=O)CC1C(=O)NCCN1C(=S)Nc1cccc(C(F)(F)F)c1 (stereo unspecified)	3	-5	2	-0.1	9	0	4	13	-9	-2
CCOc1ncc(S(=O)(=O)N2CCN(CC)CC2)cc1C(=O)O	-6	-30	0	-0.5	11	-3	2	-3	-1	-2
O=C(/C=C/c1ccco1)NC1=NCCS1	0	-38	4	1.8	21	3	12	8	-108	-3
Cc1noc2ncnc(N3CCCC3)c12	-1	-6	-2	0.8	16	-1	-4	-5	0	0
Additional results:
SMILES	HSF1 inhib	KLF5 inhibitor	GSK3beta inhib	HIF act	AI-2 QS modul	HSP90 refold inh	IEC-6 cytotox	HSF1 activator	aSyn UTR inh	GSK3A inh
CCN(CC)S(=O)(=O)c1cccc(C(=O)N/N=C/c2c(C)nn(-c3ccccc3)c2Cl)c1	13	-7	0	0.6	35	-2	2	14	23	-2
COc1cc(NC(=O)c2cccs2)c(OC)cc1NC(=O)Cc1ccccc1	-5	-4	-1	-0.5	10	1	1	-6	-11	-1
CN(C)CCCNc1ncnc2c1cnn2Cc1ccccc1Cl	-5	-14	2	0.0	2	-2	-3	-9	10	.
CC1=CC(C)(C)[N+](C)(C)c2ccc(C)cc21	-7	-18	-2	-0.4	8	-2	0	-11	2	1
Cc1cc(C)c(S(=O)(=O)Nc2ccccc2C(=O)N2CCCC2)c(C)c1	-9	-24	0	0.1	15	2	0	-10	-13	-2
CCOC(=O)C1CSC(CC(=O)Nc2ccc(OCC)cc2)C(=O)N1 (stereo unspecified)	-13	-33	2	-0.1	4	0	-1	-20	22	-10
CCc1ccccc1NC(=O)CN1C(=O)c2ccccc2S1(=O)=O	-8	-3	0	-53	26	-1	-6	9	-9	-2
Oc1cccc2c(NC(=S)Nc3ccc(SC(F)F)cc3)cccc12	-40	-29	3	0.5	-4	13	-1	-39	-50	4
CC(C)(C)OC(=O)CNC(=O)c1nc[nH]c1C(=O)N1CCc2ccccc2C1	2	12	9	-0.9	5	-5	-6	-8	-1	-1
CC(C)Oc1cccc(C(=O)NC2=NCCS2)c1	14	-83	-2	2.1	23	-3	1	13	-96	-3
CN(C)CCCNc1ncc(C(F)(F)F)cc1Cl	0	-17	-2	-0.3	19	-3	6	2	-8	0

Record cards, as listed above. Values in the order: HSF1 inhib, KLF5 inhibitor, GSK3beta inhib, HIF act, AI-2 QS modul, HSP90 refold inh, IEC-6 cytotox, HSF1 activator, aSyn UTR inh, GSK3A inh
Listed for S=c1[nH]nc(-c2cccs2)n1/N=C/c1cn(-c2ccccc2)nc1-c1ccc(Cl)cc1 → 0, -2, 0, 1.3, -23, 0, -1, 1, -6, -3
Listed for Cc1ccc(S(=O)(=O)Nn2c(C)ccc2C)cc1 → 1, -10, -8, -0.4, -4, 2, -2, -5, 8, -3
